# Assay outcomes from PubChem.
# HDAC3 inh – inhibitors of human histone deacetylase 3; O15379; recombinant HDAC3, fluorogenic peptide/trypsin coupled, fluorescence; inhibition, % at 8.3 µM; actives 0.15% (n = 320,000); in the data active = inhibition above about 26%, passing the limit was not always enough
# ANO1 block – inhibitors of mouse TMEM16A calcium-activated chloride channel. Q8BHY3. actives 1.2% (n = 310,000). normalized B-score (activity score, 25-100; higher = stronger inhibition) at 10 µM. AID 588511. HEK293 TMEM16A/YFP iodide influx fluorescence, ionomycin;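 active = ratio plate-corrected score three or more library SD toward inhibition, starting fluorescence score within five deviations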;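 note: score derived from kinetic fluorescence span divided by baseline fluorescence per well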
# TRPC4 PAM – allosteric potentiators of mouse TRPC4 channel. Q9QUQ5. HEK293 TRPC4beta/mu-opioid, DAMGO EC20, Fluo-4 Ca2+ flux; active compounds read high. B-score at 10 µM. actives 0.42% (n = 310,000). AID 2227;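 active = B-score of calcium response area above 5 SD of library B-scores, with initial fluorescence ratio within 5 SD of library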;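 note: B-score of integrated fluorescence ratio over time as area under calcium response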
# ANO1 activ – activators or potentiators of mouse TMEM16A chloride channel | B-score at 10 µM | actives 0.3% (n = 340,000) | HEK293 TMEM16A/YFP-H148Q/I152L, iodide quench fluorescence; active compounds read low | AID 623877;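 active = fluorescence-ratio B-score plate-corrected deviation score at least 3 library SD below zero, with starting fluorescence score within 5 deviations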;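 note: channel opened by trigger with iodide after compound preincubation; score built on the fluorescence ratio of max minus min over baseline; more negative score means more quench and so TMEM16A activation or potentiation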
# TRPC4 agonist – opens the mouse TRPC4 cation channel; AID 2237; HEK293 TRPC4beta/mu-opioid, Fluo4 calcium fluorescence; active compounds read high; actives 0.49% (n = 310,000); B-score at 10 µM;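 active = B-score above 5 SD of library B-scores, and initial fluorescence ratio not above library mean plus 5 SD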;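 note: positive B-score marks a calcium rise read as TRPC4 activation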
#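 Technique: kinetic Fluo4 calcium fluorescence; Test system: TRPC4beta and mu-opioid receptor HEK293 stable cells; Measure: B-scored integrated calcium fluorescence ratio; Benchmarks: low control buffer alone, high control maximal DAMGO; Schedule: 45 min room-temperature Fluo4 loading, 110 s read.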
# hERG protect – compounds protecting human hERG from proarrhythmic drug block | Q12809 | CHO-hERG, FluxOR thallium flux, dofetilide IC70 present | actives 0.51% (n = 310,000) | AID 1511 | activation (rescue from dofetilide block), less the hit threshold, % at 10 µM;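 active = activation above the mean of controls blocked by dofetilide plus 5 SD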;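 note: thallium influx through hERG after potassium depolarization seen as dye fluorescence rise; in these data hits start at about 4.7%; inactives centre near -7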
# KCNK9 inh – blocks the human KCNK9 two-pore domain potassium channel | HEK293 KCNK9, FluxOR thallium flux fluorescence; active compounds read low | B-score at 10 µM | Q9NPC2 | AID 488922 | actives 1.2% (n = 310,000);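 active = ratio B-score over 3 SD below the library mean, with starting fluorescence within 5 SD of its mean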;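 note: negative B-score means less thallium flux so channel inhibition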
# KCNK3 block – human KCNK3 channel inhibition, primary screen; B-score at 10 µM; actives 0.84% (n = 340,000); O14649; CHO-KCNK3 thallium flux, FluxOR fluorescence; active compounds read low;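 active = B-score under library mean minus 4 SD, starting fluorescence ratio at most library mean plus 5 SD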;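 note: more negative B-score means stronger inhibition of thallium flux through KCNK3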
# Target sequence (O14649 whole entry, looked up): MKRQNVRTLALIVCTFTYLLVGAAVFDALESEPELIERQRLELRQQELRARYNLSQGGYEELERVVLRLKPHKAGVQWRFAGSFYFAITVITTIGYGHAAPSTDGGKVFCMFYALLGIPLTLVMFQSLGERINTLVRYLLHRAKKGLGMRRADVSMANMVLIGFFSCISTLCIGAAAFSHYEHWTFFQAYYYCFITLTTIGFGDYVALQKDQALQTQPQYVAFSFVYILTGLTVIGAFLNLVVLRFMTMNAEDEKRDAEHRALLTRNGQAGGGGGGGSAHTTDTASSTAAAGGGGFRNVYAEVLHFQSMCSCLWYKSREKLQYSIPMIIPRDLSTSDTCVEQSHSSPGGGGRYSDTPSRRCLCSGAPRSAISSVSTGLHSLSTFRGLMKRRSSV
# KCNQ1 act – potentiators or activators of human KCNQ1 potassium channel | P51787 | CHO-K1 KCNQ1, thallium flux FluxOR fluorescence; active compounds read high | B-score at 10 µM | actives 0.35% (n = 310,000);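 active = fluorescence ratio B-score, a plate-corrected score, at least three library SD, with initial intensity B-score within 5 SD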
# Target sequence (P51787 whole entry, looked up): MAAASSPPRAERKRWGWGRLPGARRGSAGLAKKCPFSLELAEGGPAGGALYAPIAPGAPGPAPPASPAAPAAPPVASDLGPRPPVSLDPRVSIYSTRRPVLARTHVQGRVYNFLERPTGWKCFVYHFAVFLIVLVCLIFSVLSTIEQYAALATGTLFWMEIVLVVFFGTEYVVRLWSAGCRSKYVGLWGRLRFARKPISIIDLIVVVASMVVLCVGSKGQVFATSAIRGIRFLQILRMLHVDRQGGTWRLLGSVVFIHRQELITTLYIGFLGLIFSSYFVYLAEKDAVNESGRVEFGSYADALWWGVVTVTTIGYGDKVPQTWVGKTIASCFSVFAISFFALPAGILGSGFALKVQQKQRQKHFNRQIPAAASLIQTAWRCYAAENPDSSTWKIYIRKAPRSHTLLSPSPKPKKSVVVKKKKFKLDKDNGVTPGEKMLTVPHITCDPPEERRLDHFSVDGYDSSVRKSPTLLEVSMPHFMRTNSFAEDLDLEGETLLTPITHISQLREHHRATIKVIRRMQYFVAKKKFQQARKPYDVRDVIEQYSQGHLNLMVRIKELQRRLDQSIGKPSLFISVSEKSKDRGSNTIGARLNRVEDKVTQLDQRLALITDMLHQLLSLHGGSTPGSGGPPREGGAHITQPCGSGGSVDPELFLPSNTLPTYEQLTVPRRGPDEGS
#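 Doses: Single concentration per compound, DMSO matched to controls | Test system: KCNQ1-transfected CHO-K1 cells | Timing: 90 min dye loading and 20 min compound exposure, both at room temperature | Measured by: Kinetic FluxOR thallium fluorescence, 10-s 1-Hz baseline, 110-s post-stimulus read | Medium: Assay buffer with matched DMSO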
# KCNQ1 block – inhibitors of human KCNQ1 potassium channel; P51787; CHO-K1 KCNQ1, FluxOR thallium flux fluorescence; active compounds read high; B-score at 10 µM; actives 1.3% (n = 310,000); AID 2642;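 active = compounds whose thallium flux B-score, printed positive for inhibition, exceeds three library SD while starting fluorescence stays within three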;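 note: channel opened by potassium depolarization with thallium stimulus after 20 min compound exposure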
# DYRK1A inh – blocks rat Dyrk1A kinase activity; actives 0.43% (n = 310,000); ADP-Glo luminescence, NFATc1 peptide; inhibition, % at 12.5 µM; AID 504441; in the data active = inhibition above about 50%;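 note: plate controls were vehicle with enzyme for no effect and no enzyme for full effect; many of its hits are not listed in these tables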
# An asterisk follows results filed as active; i = inactive; / = no result given.
# The line under a structure holds: HDAC3 inh	ANO1 block	TRPC4 PAM	ANO1 activ	TRPC4 agonist	hERG protect	KCNK9 inh	KCNK3 block	KCNQ1 act	KCNQ1 block	DYRK1A inh
- CC1SCC(NC(=O)c2ccc(Cl)cc2)CS1 (configuration not stated)
  3.0	i	i	i	i	-8.7	-14.1*	i	i	i	-7.8
- Nc1ccc(C(=O)N/N=C/c2cn(Cc3ccc(F)cc3)c3ccccc23)cc1
  -4.3	i	i	i	i	-5.8	i	i	i	i	0.8
- O=C(c1ccccc1)c1ccc(OCC(O)CNCc2ccc(F)cc2)cc1 (configuration not stated)
  -1.3	i	i	i	i	-12.7	i	i	i	i	2.9
- NS(=O)(=O)c1ccc(CCNC(=O)CNC(=O)Cc2ccccc2)cc1
  -2.8	i	i	i	i	-6.7	i	i	i	i	-4.7
- COc1ccc(C2/C(=C(\O)c3ccc4c(c3)OCCO4)C(=O)C(=O)N2Cc2ccco2)c(OC)c1 (configuration not stated)
  4.9	i	i	i	i	-11.7	i	i	i	i	5.3
- N#CC1=C(N)NC(=S)C(C(N)=O)C1c1ccc([N+](=O)[O-])cc1 (configuration not stated)
  2.4	i	i	i	i	-16.9	i	i	i	i	/
- CC(c1ccccc1)N1C(=O)C2C3C=CC(C4CC34)C2C1=O (configuration not stated)
  4.8	i	i	i	i	-7.7	i	i	i	i	1.1
- COc1ccc(C(=O)Nc2nnc(-c3ccccc3)s2)cc1
  1.0	i	i	i	i	-3.0	i	i	i	i	-2.7
- COc1ccc(C/C(C)=N\NC(=O)c2c[nH]c3ccccc23)cc1OC
  1.8	i	i	i	i	-10.3	i	i	i	i	-3.0
- CC(C)C(NC(=O)CNC(=O)OC(C)(C)C)C(=O)NCc1ccccc1 (configuration not stated)
  -0.5	i	i	i	i	-14.9	i	i	i	i	-6.0
- Cc1csc(NC(=O)C2CCCN(S(=O)(=O)c3cnc[nH]3)C2)n1 (configuration not stated)
  -1.3	i	i	i	i	-3.5	i	i	i	i	12.3
- CCCCN(C(=O)CSc1nnc(-c2ccc(OC)cc2)n1CC)c1c(N)n(Cc2ccccc2)c(=O)[nH]c1=O
  -8.3	i	i	i	i	-10.0	i	i	i	i	-0.3
- CC(=O)Nc1ccc(S(=O)(=O)N(Cc2cccnc2)Cc2cc3ccccc3[nH]c2=O)cc1
  -2.1	i	i	i	i	-20.8	i	i	i	i	/
- Cc1nc(Cl)c(N=Cc2cccc([N+](=O)[O-])c2)c(Cl)n1
  -6.4	i	i	i	i	-2.3	i	i	i	i	-2.1
- COc1ccc(NC(=S)N2CCC(NC(=O)c3ccco3)CC2)cc1
  -2.8	i	i	i	i	0.2	i	i	i	i	7.9
- COCc1[nH][nH]c(=O)c1C=Nc1ccc(C(F)(F)F)cc1
  -2.2	i	i	i	i	-10.3	i	i	i	i	-4.5
- CN(C)C(=O)Nc1ccccc1CC[N+](=O)[O-]
  3.6	i	i	i	i	-2.0	i	i	i	i	2.5
- C#CCOCCOCCOCCNc1nc(N2CCN(C(=O)[C@H]([C@@H](C)CC)n3cc(CCCCN)nn3)CC2)nc(N2CCN(C(=O)[C@H]([C@@H](C)CC)n3cc(CCCN=C(N)N)nn3)CC2)n1
  1.9	i	/	i	/	/	/	i	/	/	1.3
- CCOc1ccc(Cn2ccnc2)cc1[N+](=O)[O-]
  /	i	i	i	i	-2.8	i	i	i	i	/
- CCc1ccc2nc(Nc3ccc(OC)cc3OC)c(C#N)cc2c1
  4.4	i	i	i	i	-7.3	i	i	i	i	-3.5
- CC12CCC(=O)N1C(C(=O)Nc1nc(-c3ccccc3)cs1)CS2 (configuration not stated)
  4.8	i	i	i	i	-14.3	i	i	i	i	11.9
- COc1ccc(C(=O)NC(=S)NNC(=O)c2ccc(NC(C)=O)cc2)cc1Br
  1.9	i	i	i	i	-10.0	i	i	i	i	-1.9
- CCN(CC)S(=O)(=O)c1ccc(C(=O)NNc2nc(-c3ccccc3)c3cc(Br)ccc3n2)cc1
  -0.6	i	i	i	i	-4.1	i	i	i	i	-6.8
- Cn1cc(S(=O)(=O)NC2CCCCCC2)c(=O)n(C)c1=O
  4.5	i	i	i	i	-3.2	i	i	i	i	-3.4
- CCN(CC)S(=O)(=O)c1ccc(C(=O)N2CCN=C2SC)cc1
  6.6	i	i	i	i	-6.1	i	i	i	i	-2.8
- CC(Oc1cc2oc(=O)c3c(c2cc1Cl)CCC3)C(=O)NCc1cccnc1 (configuration not stated)
  4.4	i	i	i	i	-12.7	i	i	i	i	/
- Cc1ccc(C(=O)NCCNC(=O)c2cnccn2)cc1
  9.7	i	i	i	i	-5.4	i	i	i	i	-6.7
- O=C(Nc1ccccc1Cl)N1CCN(c2ccc3nnc(-c4ccc(F)cc4)n3n2)CC1
  -2.1	i	i	i	i	-17.8	i	i	i	i	5.5
- COCCN=c1scc(-c2ccco2)n1/N=C/c1ccc(O)c(O)c1O
  9.0	i	/	i	/	/	/	i	/	/	2.5
- COc1ccc(NS(=O)(=O)c2ccc(NS(=O)(=O)c3cccs3)cc2)cc1
  -1.6	i	i	i	i	-4.1	i	i	i	i	-4.8
- C/C(=N\Nc1nnc2c3ccccc3n(C)c2n1)c1ccc(C)o1
  -12.5	i	i	i	i	-5.2	i	i	i	i	38.6
- CC(NC(=O)c1cccs1)c1ccc2c(c1)OCO2 (configuration not stated)
  2.5	i	i	i	i	-8.7	i	i	i	i	3.5
- CC1CCCC(C)N1NC(=O)Cc1ccccc1 (configuration not stated)
  -5.0	i	i	i	i	-4.5	i	i	i	i	-3.1
- Cc1cc(C)n(Cc2cc(C(=O)O)c3ccccc3n2)n1
  -1.3	i	i	i	i	-3.5	i	i	i	i	-1.5
- CC(=O)Nc1ccccc1NC(=O)C/C(C)=N/NC(=O)c1ccncc1
  11.1	i	i	i	i	-9.4	i	i	i	i	-1.8
- O=C(CCNC(=O)Cn1ccc2ccccc2c1=O)NCc1ccc(F)cc1Cl
  -7.2	i	i	i	i	-8.1	i	i	i	i	6.0
- COc1cc(OC)cc(C(=O)Nc2ccc(Nc3ccccc3)cc2)c1
  11.2	i	i	i	i	-9.8	i	i	i	i	/
- O=C(COC(=O)c1ccccn1)Nc1cccnc1Cl
  -2.0	i	i	i	i	-17.1	i	i	i	i	3.4
- Cc1cccn2c(=O)c3cc(C(=O)NC4CCCC4)c(=N)n(CCCN4CCOCC4)c3nc12
  -134.0	i	i	i	i	-12.8	i	i	i	i	-9.3
- CCn1c(-c2nn(C)c(C)c2Cl)n[nH]c1=S
  14.3	i	i	i	i	-1.1	i	i	i	i	2.4
- O=C(COC(=O)c1ccc(S(=O)(=O)N2CCCC2)cc1)Nc1ccc(N2CCOCC2)cc1
  -13.8	i	i	i	i	-10.6	i	i	i	i	-3.2
- Cc1ccc(F)cc1S(=O)(=O)NCc1ccc(N2CCN(C)CC2)cc1
  -5.9	i	i	i	i	-7.0	i	i	i	i	/
- Nc1c(C(=O)Nc2ccccc2F)sc2nc(-c3ccco3)ccc12
  -5.0	i	i	i	i	-3.0	i	i	i	i	-7.3
- COc1ccc(-n2nnnc2SCC(N)=O)cc1
  0.7	i	i	i	i	-12.4	i	i	i	i	19.0
- O=c1[nH]c2ccccc2c(O)c1Cc1ccccc1
  0.3	i	i	i	i	-2.8	i	i	i	i	-2.6
- Cc1ccc(-n2nc(C)c3cc(C(=O)O)sc32)cc1
  -0.3	i	i	i	i	-8.3	i	i	i	i	7.9
- CCCn1c2ccccc2c2cnn(CC(=O)NC3CCN(Cc4ccccc4)CC3)c(=O)c21
  1.6	i	i	i	i	-14.3	i	i	i	i	-4.4
- C/C(=N\N=C(N)N)c1ccc(Cl)cc1
  -3.4	i	i	i	i	-12.6	i	i	i	i	-0.9
- CSCc1ccc(C(=O)N2CCCC(Nc3ccc(F)cc3)C2)o1 (configuration not stated)
  0.2	i	i	i	i	-15.0	i	i	i	i	1.8
- Cc1ccc(-c2ccc(=O)n(CC(=O)N3CCN(c4cccc(C)c4)C(C)C3)n2)cc1 (configuration not stated)
  6.4	i	i	i	i	-6.9	i	i	i	i	2.6

# More entries
# The line under a structure holds: HDAC3 inh	ANO1 block	TRPC4 PAM	ANO1 activ	TRPC4 agonist	hERG protect	KCNK9 inh	KCNK3 block	KCNQ1 act	KCNQ1 block	DYRK1A inh
- Nc1ccc(Nc2nc(-c3cccs3)cs2)cc1
  -0.4	i	i	i	i	-20.8	i	i	i	i	9.6
- CC(=O)c1nc(N2C(=O)CC(Cc3cc(C)cc(C)c3)C2=O)sc1C (configuration not stated)
  8.3	i	i	i	i	-4.7	i	i	i	i	2.8
- O=C(CN1C(=O)C2CC=CCC2C1=O)NCc1ccc2c(c1)OCO2 (configuration not stated)
  4.7	25*	/	i	/	/	/	i	/	/	3.1
- O=C(O)CC(C(=O)O)c1cn(Cc2ccccc2)c2ccccc12 (configuration not stated)
  -1.3	i	i	i	i	-1.8	i	i	i	i	6.9
- C=CCc1cc(/C=N/n2cnnc2)cc(OCC)c1O
  7.1	i	i	i	i	-13.8	i	i	i	i	5.3
- Cc1c(NC(=O)CSc2nncn2-c2ccccc2)c(=O)n(-c2ccccc2)n1C
  1.7	i	i	i	i	-9.4	i	i	i	i	19.4
- Cc1noc(/C=C/N(C)C)c1S(=O)(=O)N1CCCC(C(=O)NC(C)c2ccccc2)C1 (configuration not stated)
  1.5	i	i	i	i	-6.2	i	i	i	i	2.7
- CC(=O)Oc1ccc(-c2cccc(C(=O)NCC(=O)O)c2)cc1
  -0.2	25*	i	i	i	-4.9	i	i	i	i	3.2
- COc1cccc(NC(=O)CN2C(=O)COc3ccc(S(=O)(=O)N4CCOCC4)cc32)c1
  2.4	i	i	i	i	-4.8	i	i	i	i	3.9
- COc1cc(C(C)=O)ccc1OCC(O)CN(CCO)Cc1ccccc1 (configuration not stated)
  -0.2	i	i	i	i	-5.0	i	i	i	i	-0.2
- O=C(CSc1ccccc1)NCCCc1ccccc1
  8.8	i	i	i	i	-1.0	i	i	i	i	-5.6
- CCOC(=O)C1(Cc2ccccc2C)CCCN(C(=O)c2cc(C3CC3)[nH]n2)C1 (configuration not stated)
  1.6	i	i	i	i	-6.4	i	i	i	i	0.5
- CC(=O)Nc1ccc(S(=O)(=O)N[C@@H](C)C(=O)Nc2ccc(N3CCOCC3)cc2)cc1
  -5.2	i	i	i	i	-11.8	i	i	i	i	6.9

# Some of the compounds tested; rates above refer to the full screens.
